# Screens deposited in PubChem by National Center for Advancing Translational Sciences (NCATS).
# TRHR PAM: allosterically enhances the human TRH receptor; P34981; TRHR cells, fluo-8 calcium fluorescence, EC20 TRH enhancement; enhancement, % at 2 µM; actives 0.66% (n = 360,000); AID 493056; in the data active = enhancement above about 30%; also: 0% is about no effect
#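 Enhancer read-out: after compound pinning and an initial kinetic agonist-mode read, an EC20 of TRH (10 nM final) was injected and fluo-8 calcium signal (Ex 480/Em 530) followed at 1 s/cycle for 100 cycles in TRHR-expressing cells.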
# D2 PAM: D2 dopamine receptor (human) potentiation; P14416; HEK293 T-REx D2, calcium flux, EC20 dopamine potentiation; potentiation, % at 10 µM; actives 0.34% (n = 340,000);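 active = potentiation over 3 SD above the plate norm, cut at about 30% in these data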; also: 0% is about no effect
#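 Tetracycline-induced Hek293 Trex D2 cells, force-coupled to calcium, loaded with no-wash calcium dye. Compound added with 180 s kinetic read for agonism, then EC20 dopamine and a further 180 s read for potentiation.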
# RXFP1 antag: antagonists of human relaxin receptor RXFP1. HEK293-RXFP1, relaxin-stimulated cAMP HTRF, 30 min; hits give low values. activity change, negative = inhibition, % at 57.5 µM. Q9HBX9. actives 0.59% (n = 350,000);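 active = activity change of -60% or lower, but not beyond a set lower limit; inconclusive = change between -60% and -40%, or beyond the set limit; inactive = change above -40%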; also: % is scaled to controls: 0 for no effect and ±100 for the full control effect
# Target sequence (Q9HBX9 whole entry, looked up): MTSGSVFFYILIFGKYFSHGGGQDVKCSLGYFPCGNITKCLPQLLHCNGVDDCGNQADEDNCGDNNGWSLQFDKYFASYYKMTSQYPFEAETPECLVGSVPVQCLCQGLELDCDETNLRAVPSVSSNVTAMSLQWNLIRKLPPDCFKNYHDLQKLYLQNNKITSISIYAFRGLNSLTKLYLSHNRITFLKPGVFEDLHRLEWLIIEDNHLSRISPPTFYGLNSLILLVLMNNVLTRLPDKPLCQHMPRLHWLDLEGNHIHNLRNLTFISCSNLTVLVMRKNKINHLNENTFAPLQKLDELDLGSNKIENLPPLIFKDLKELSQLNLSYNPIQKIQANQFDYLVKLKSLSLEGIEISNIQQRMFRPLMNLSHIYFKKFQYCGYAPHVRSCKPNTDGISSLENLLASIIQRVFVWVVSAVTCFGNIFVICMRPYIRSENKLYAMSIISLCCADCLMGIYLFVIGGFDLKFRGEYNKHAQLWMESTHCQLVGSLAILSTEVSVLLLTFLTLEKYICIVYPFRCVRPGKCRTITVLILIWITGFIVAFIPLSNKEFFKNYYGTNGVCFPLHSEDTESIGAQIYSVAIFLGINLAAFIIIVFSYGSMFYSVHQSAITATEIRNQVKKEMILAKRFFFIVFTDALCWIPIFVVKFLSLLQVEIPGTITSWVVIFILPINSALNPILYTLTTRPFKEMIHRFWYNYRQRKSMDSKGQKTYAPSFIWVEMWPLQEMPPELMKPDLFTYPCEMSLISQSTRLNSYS
# D1 agonist: human D1 receptor agonism; HEK293 T-REx D1 cells, calcium flux, agonist mode; activation, % at 2 µM; actives 1% (n = 360,000); AID 504660; in the data active = activation above about 30%; also: 0% is about no effect
#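 Inducible HEK293 T-REx D1 cells, force-coupled to calcium signalling, were plated at 4000 cells/well with tetracycline and held overnight at 30 C. After no-wash calcium dye loading, compound-evoked calcium rise over 180 s flagged agonists.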
# D1 antagonist: blocks dopamine activation of the human D1 receptor. HEK293 TREx D1 cells, calcium flux, dopamine EC80; hits give low values. activity change, negative = inhibition, % at 10 µM. actives 3.2% (n = 360,000). AID 504652; in the data active = activity change below about -30%; also: % is scaled to controls: 0 for no effect and ±100 for the full control effect
#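 Antagonism measured as reduced calcium response to an EC80 dopamine addition following 180 s compound pre-read; cells were inducible HEK293 Trex D1 plated overnight at 30 C, read kinetically at 1 cycle/sec.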
# D1 potentiator: potentiators of human D1 dopamine receptor; actives 0.036% (n = 360,000); HEK293 TREx D1 cells, calcium flux, dopamine EC20 potentiation; potentiation, % at 10 µM; AID 504651; P21728; in the data active = potentiation above about 30%; also: 0% is about no effect
# TRHR agonist: activates the human TRH receptor; P34981; TRHR cells, calcium flux fluo-8, FDSS agonist mode; activation, % at 2 µM; actives 0.18% (n = 360,000); in the data active = activation above about 30%; also: 0% is about no effect
#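 Fluo-8-loaded TRHR cells; 10 s baseline, compound added, kinetic Ca2+ fluorescence read 1/s, agonist mode.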
# RXFP1 agonist: activates the human relaxin receptor RXFP1; actives 0.3% (n = 370,000); Potency, µM (highest dose often 57.5 µM), inactives show at the highest dose activation, most hits filed as activators; HEK293T-RXFP1 cAMP TR-FRET, 30 min; response scale: percent of porcine relaxin response, buffer zero; Q9HBX9; also: potency is read from the fitted curve at half-maximal effect; % is scaled to controls: 0 for no effect and ±100 for the full control effect; nearly all actives have a fitted effect of over 60% in size; many of its hits are not listed in these tables
#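 HEK293T cells stably expressing RXFP1 were pretreated with the PDE4 inhibitor Ro 20174, exposed to compounds for 30 min at 37C, lysed, and cAMP was read by TR-FRET. Data normalized to buffer (basal) and 29 nM porcine relaxin (100%).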
# Apoferritin bind: candidate novel general anesthetic via apoferritin binding; apoferritin/1-aminoanthracene competitive binding, fluorescence; Potency, µM (series often up to 77.5 µM), inactives show at the highest dose activity change, negative = displacement, hits mostly inhibitors; actives 0.074% (n = 350,000); AID 485281; also: potency is read from the fitted curve at half-maximal effect; % is scaled to controls: 0 for no effect and ±100 for the full control effect; nearly all actives have a fitted effect of over 20% in size
# Target sequence (P02791 2-175 limits assumed): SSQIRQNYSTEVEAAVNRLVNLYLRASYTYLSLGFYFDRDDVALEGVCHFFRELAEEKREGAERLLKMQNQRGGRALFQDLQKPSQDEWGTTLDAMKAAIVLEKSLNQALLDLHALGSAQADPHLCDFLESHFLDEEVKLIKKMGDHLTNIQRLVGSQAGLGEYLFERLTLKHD
#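 Probe: 1-aminoanthracene (50% saturated, PBS). Protein: horse-spleen apoferritin, 10 uM. Incubation: 10 min, room temperature. Detection: 380 nm excitation, 535 nm emission. Analysis: normalized response, four-parameter Hill.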
# An asterisk follows results filed as active; ? = inconclusive; / = no result given; [ ] = another dose, or the depositor's remark. Unless noted, calls follow the shape of the dose curve; as a rule, active = well fitted curve in the direction sought with a large enough effect; inconclusive = small, poorly fitted or top-dose-only effect, or another doubt; inactive = no such curve, though single readings can be large; an effect the other way counts as inactive or inconclusive.
no.	mol	RXFP1 antag	D1 antagonist	TRHR agonist	D1 agonist	D2 PAM	Apoferritin bind	TRHR PAM	D1 potentiator	RXFP1 agonist
1	Cc1ccc(S(=O)(=O)N(CC(=O)Nc2cccc([N+](=O)[O-])c2)Cc2ccc(Cl)cc2)cc1	-4	-6	0.5	6	-9	-4%	3	-9	2.3%
2	O=C(Nc1nc2c(F)cc(F)cc2s1)C1CC1	-2	2	0.8	9	-1	-5%	-4	-8	4.1%
3	O=C(N/N=C/C=C\c1ccccc1[N+](=O)[O-])c1ccccn1	-35	5	-0.5	-1	-21	-4%	1	-6	3.2%
4	CC(=O)Nc1ccc2oc(-c3ccccc3Br)nc2c1	2	2	0.7	2	-2	-15%	-6	-4	-1.9%
5	O=C(c1ccc(F)cc1)c1cn(Cc2ccccc2F)c2cc3c(cc2c1=O)OCCO3	-33	-2	0.4	6	-7	-17%	-2	3	1.2%
6	CCCNC(=O)Nc1ccc(C)cc1C	11	-9	-0.8	2	9	-7%	-4	-6	-3.3%
7	C=CCC1CCC/C(=N\NS(=O)(=O)c2ccc(C)cc2)C1 (configuration not stated)	-1	11	-0.1	2	4	?	-3	-3	0.0%
8	COc1ccc(C)cc1S(=O)(=O)n1c([N+](=O)[O-])cnc1C	2	4	0.7	2	6	-2%	1	6	0.3%
9	COc1ccc(-c2nc(-c3ccc(NC(=O)c4ccncc4)cc3)no2)cc1OC	/	-23	-0.1	1	13	1%	4	1	-1.1%
10	O=C(CN(c1ccc(F)cc1)S(=O)(=O)c1ccc2c(c1)OCCO2)NCc1ccncc1	-5	16	0.6	3	2	-13%	3	2	2.8%
11	S=C(Nc1ccccc1)Nc1ccc(Br)cc1	-5	-22	3.2	22	8	-5%	-3	-4	-1.0%
12	CCOC(=O)c1c(NC(=S)NNS(=O)(=O)c2ccc(Br)cc2)sc2c1CCCCC2	-12	-33*	1.1	11	-10	7%	-18	-7	-1.8%
13	C/C(=N\N=C(N)N)c1cccc([N+](=O)[O-])c1	3	-1	1.5	2	-28	-4%	0	-10	-0.3%
14	CC1CCCC(C)N1C(=O)COC(=O)C1CCN(S(=O)(=O)c2ccc3c(c2)OCCO3)CC1 (configuration not stated)	-15	0	0.4	4	5	/	1	4	-0.5%
15	COc1ccc(N2CCN(C(c3ccccc3)c3sc4nc(C)nn4c3O)CC2)cc1 (configuration not stated)	10	-13	-0.4	-1	11	8%	4	-3	-2.2%
16	C=CCn1c(C)nnc1SCC(=O)Nc1cc(S(=O)(=O)N2CCCC2)ccc1Cl	12	-12	0.0	0	-3	/	-4	-8	8.1%
17	CCc1ccc(NC(=O)CSc2ccccn2)cc1	-1	-3	-0.7	6	7	?	-1	-1	-0.4%
18	Cc1ccc(CNC(=O)Cc2ccc(-c3ccccc3)cc2)cc1	-7	-3	0.9	1	11	3%	1	2	-1.4%
19	COc1cccc(NC(=O)CSc2cc(=O)n(C)c3ccc(Cl)cc23)c1	/	-18	0.4	1	2	-4%	22	-4	?
20	Cc1cccc(SCC(=O)Nc2ccc3c(c2)OCCO3)c1	-2	3	-1.3	13	8	?	0	2	2.9%
21	Cc1cc(C)cc(NC(=O)CSc2nccn2C2CCCC2)c1	-17	-18	-0.9	6	1	-10%	-3	-3	1.3%
22	CCC(=O)Nc1ccc(N2CCCCC2)c(C(=O)Nc2ccc(OC)cc2)c1	-10	6	-1.4	9	-1	-5%	3	-3	1.1%
23	O=C(CCc1cccc(Cl)c1)NC1CCCN(Cc2ccccc2F)C1 (configuration not stated)	-1	-12	-0.7	2	-8	5%	-4	-7	-1.4%
24	CSc1ccc(S(=O)(=O)NCC(=O)OCCOc2ccccc2)cc1[N+](=O)[O-]	10	-12	0.2	2	-3	/	6	0	1.1%
25	CC(=O)NC(CC(=O)N(Cc1ccccc1)c1cccc(C)c1)c1ccccc1 (configuration not stated)	-18	7	-0.1	5	-15	-19%	0	-3	0.2%
26	CC(C)(C)c1ccc(S(=O)(=O)NCc2ccc(C(=O)NCc3ccccn3)cc2)cc1	8	-9	-0.2	5	3	-3%	-3	-3	-0.7%
27	Cc1cc(C)c(-n2nnnc2SCC(=O)c2cc3ccccc3o2)c(C)c1	-11	-4	-0.3	19	8	?	0	-7	-2.3%
28	O=C(CSc1nnc(NC2CCCCC2)s1)N1CCOCC1	-2	4	-0.3	7	4	/	-4	/	3.6%
29	Cc1ccc(C(=O)NCC(c2ccco2)N2CCc3ccccc3C2)cc1 (configuration not stated)	-32	9	0.2	2	-9	/	1	1	-0.6%
30	COc1ccc(Br)cc1/C=N/NC(=O)c1nc(-c2ccccc2)n2c1CCCCC2	3	-1	-0.1	4	-6	-13%	-11	0	-1.9%
31	CCCc1cc(=O)[nH]c(SCCOc2ccc(Cl)cc2)n1	-29	-2	-0.2	0	-3	?	12	-2	2.4%
32	CCOc1ccc(/C=N/NC(=O)CC(=O)NCc2ccccc2)cc1	-3	-1	-1.1	0	8	?	1	1	0.5%
33	CCc1ccc(OCC(=O)O/N=C(\N)c2cccnc2)cc1	-21	-21	0.1	5	-8	-17%	-8	-6	2.7%
34	Cc1noc(C)c1C(=O)Nc1ccc(F)cc1	-11	2	-0.4	4	10	-4%	6	7	0.9%
35	Cc1ccccc1-n1nc2c(c1NC(=O)CCCl)CSC2	-4	2	0.1	0	1	-13%	5	6	-1.2%
36	Cc1nn(-c2ccccc2)c(C)c1/C=N/NC(=O)CSc1nc2ccccc2c(=O)n1-c1ccc(Br)cc1	-1	2	-0.3	2	8	-12%	-9	-2	1.8%
37	O=C(CN1C(=O)c2ccccc2C1=O)NCc1ccc(N2CCOCC2)cc1	0	4	-0.1	3	-2	-4%	-3	-2	7.8%
38	CCOC(=O)c1sc2cccc(Cl)c2c1N	0	-2	-0.3	0	7	-3%	-1	2	6.8%
39	CC1CCN(c2cc(N)c(Cl)cc2[N+](=O)[O-])CC1	-2	2	-0.1	0	-4	?	-5	0	2.1%
40	CCN(CC(=O)Nc1c(C(=O)OC)[nH]c2ccccc12)c1ccc2c(c1)OCO2	-7	-3	-5.0	0	/	-22%	2	-1	-1.5%
41	CSc1ncccc1C(=O)Nc1nc2ccc(S(C)(=O)=O)cc2s1	4	11	1.3	-1	4	-6%	7	-2	7.5%
42	Cc1ccc(-c2cnc3n2CCCCC3)cc1	-8	-22	0.1	5	0	-12%	0	0	0.5%
43	Cc1sc(C(=O)Nc2ccc3ccccc3c2)cc1CC(=O)O	-2	2	0.8	4	2	-4%	3	3	-1.0%
44	COc1ccc(CNC(=O)CCc2c(C)nn(-c3ccc(N4CCCC4)nn3)c2C)c(OC)c1	18	2	0.0	1	/	-9%	1	-3	-1.5%
45	c1ccc(Nc2nc(-c3ccccc3)ns2)cc1	11	-2	0.9	4	-3	5%	-5	/	-1.1%
46	O=C(Nc1nc(-c2ccco2)c(-c2ccco2)s1)C1CCC1	-61*	-11	0.7	0	7	-8%	10	-2	-0.1%
47	COc1ccc(NC(=O)c2cccc(S(=O)(=O)N3CCOCC3)c2)cc1	1	1	0.1	0	-6	-10%	-3	-1	-0.9%
48	COC(=O)c1ccc(-n2nnnc2SCC(=O)Nc2ccccc2C(=O)OC)cc1	4	-15	-0.3	2	-9	14%	5	0	-1.4%
49	CCc1ccc(NC(=O)NCCN2CCc3ccccc3C2)cc1	-11	-2	-0.1	4	-25	-10%	-5	-3	0.0%
50	Cc1onc(-c2ccccc2)c1C(=O)N/N=C/c1c[nH]c2ccccc12	-10	-12	-1.6	5	4	-20%	15	-6	-1.3%
51	COc1c(Cl)cc(Cl)cc1/C=C(\C#N)c1nc2ccccc2[nH]1	/	-61*	0.1	12	-16	33%[activator]	-5	-7	8.2%
52	CC(C)n1c(-c2ccc(N(C)C)cc2)nc2ccccc21	-14	-43*	0.4	4	12	?	4	-12	1.9%

# A draw from above in order of formula weight, smallest number first:
no.	mol	RXFP1 antag	D1 antagonist	TRHR agonist	D1 agonist	D2 PAM	Apoferritin bind	TRHR PAM	D1 potentiator	RXFP1 agonist
34	Cc1noc(C)c1C(=O)Nc1ccc(F)cc1	-11	2	-0.4	4	10	-4%	6	7	0.9%
39	CC1CCN(c2cc(N)c(Cl)cc2[N+](=O)[O-])CC1	-2	2	-0.1	0	-4	?	-5	0	2.1%
3	O=C(N/N=C/C=C\c1ccccc1[N+](=O)[O-])c1ccccn1	-35	5	-0.5	-1	-21	-4%	1	-6	3.2%
46	O=C(Nc1nc(-c2ccco2)c(-c2ccco2)s1)C1CCC1	-61*	-11	0.7	0	7	-8%	10	-2	-0.1%
35	Cc1ccccc1-n1nc2c(c1NC(=O)CCCl)CSC2	-4	2	0.1	0	1	-13%	5	6	-1.2%
31	CCCc1cc(=O)[nH]c(SCCOc2ccc(Cl)cc2)n1	-29	-2	-0.2	0	-3	?	12	-2	2.4%
4	CC(=O)Nc1ccc2oc(-c3ccccc3Br)nc2c1	2	2	0.7	2	-2	-15%	-6	-4	-1.9%
41	CSc1ncccc1C(=O)Nc1nc2ccc(S(C)(=O)=O)cc2s1	4	11	1.3	-1	4	-6%	7	-2	7.5%
22	CCC(=O)Nc1ccc(N2CCCCC2)c(C(=O)Nc2ccc(OC)cc2)c1	-10	6	-1.4	9	-1	-5%	3	-3	1.1%
25	CC(=O)NC(CC(=O)N(Cc1ccccc1)c1cccc(C)c1)c1ccccc1 (configuration not stated)	-18	7	-0.1	5	-15	-19%	0	-3	0.2%
40	CCN(CC(=O)Nc1c(C(=O)OC)[nH]c2ccccc12)c1ccc2c(c1)OCO2	-7	-3	-5.0	0	/	-22%	2	-1	-1.5%
5	O=C(c1ccc(F)cc1)c1cn(Cc2ccccc2F)c2cc3c(cc2c1=O)OCCO3	-33	-2	0.4	6	-7	-17%	-2	3	1.2%
30	COc1ccc(Br)cc1/C=N/NC(=O)c1nc(-c2ccccc2)n2c1CCCCC2	3	-1	-0.1	4	-6	-13%	-11	0	-1.9%
12	CCOC(=O)c1c(NC(=S)NNS(=O)(=O)c2ccc(Br)cc2)sc2c1CCCCC2	-12	-33*	1.1	11	-10	7%	-18	-7	-1.8%

# The list is partial; the hit share may differ from the screen's.
